Source: PubChem BioAssay (several laboratories)
Plk1 PBD FP – Plk1 (human) PBD binding inhibition; P53350; Plk1 PBD phosphopeptide binding, fluorescence polarization; inhibition, %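 (tested at about 20 µM)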; hit rate 0.13% among 97,000; AID 693; in the data active = inhibition above about 34%, passing the limit was not always enough
Target sequence (P53350 whole entry, looked up): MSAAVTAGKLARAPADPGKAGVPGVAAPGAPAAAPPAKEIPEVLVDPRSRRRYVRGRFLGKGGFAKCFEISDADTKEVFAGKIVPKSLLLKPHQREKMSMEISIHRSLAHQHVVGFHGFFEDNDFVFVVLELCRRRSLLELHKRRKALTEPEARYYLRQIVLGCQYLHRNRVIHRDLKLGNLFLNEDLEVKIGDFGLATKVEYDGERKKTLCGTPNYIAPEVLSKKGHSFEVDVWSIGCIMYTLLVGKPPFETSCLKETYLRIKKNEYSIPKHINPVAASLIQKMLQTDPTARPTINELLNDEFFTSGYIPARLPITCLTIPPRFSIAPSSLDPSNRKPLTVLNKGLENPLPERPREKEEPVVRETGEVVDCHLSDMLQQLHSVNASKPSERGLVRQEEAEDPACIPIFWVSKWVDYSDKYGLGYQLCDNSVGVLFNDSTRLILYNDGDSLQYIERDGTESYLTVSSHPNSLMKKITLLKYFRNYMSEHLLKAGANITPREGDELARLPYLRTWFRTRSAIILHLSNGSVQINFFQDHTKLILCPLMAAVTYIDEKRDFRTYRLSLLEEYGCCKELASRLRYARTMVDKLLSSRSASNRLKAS
CD11b adhes enh – CD11b/CD18-fibrinogen binding enhancement | P05107+P11215 | K562 CD11b/CD18 adhesion to fibrinogen, ATPlite luminescence | activation, % at 10 µM | hit rate 0.07% among 93,000;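 active = 10 µM primary screen giving 50% or more activity, confirmed by 40% or more on retest at that dose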; note: strong numbers were not always called active
FAK blocker – blocks human focal adhesion kinase activity. hit rate 0.84% among 97,000. AID 727. inhibition, %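 (tested at 7 µM)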. biochemical FAK kinase activity assay; in the data active = inhibition above about 19%;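 note: 0% = DMSO and 100% = reference compound high control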
ERa SRC1 pot – enhances coactivator binding to human estrogen receptor alpha | P03372 | TR-FRET ERalpha-LBD/SRC-Cy5 coactivator binding, 2 h; 100 = basal binding, no effect | coactivator binding (% of control), % at 25.6 µM | hit rate 1.3% among 86,000; in the data active = activity above about 200%;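 note: binding measured in presence of low estradiol as agonist stimulus; 0% = peptide alone without receptor and 100% = receptor with peptide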
CD11b adhes inh – inhibitors of human CD11b/CD18 binding to fibrinogen | P05107+P11215 | K562 CD11b/CD18 adhesion to fibrinogen, ATPlite luminescence; Mn2+ added to activate the integrin | inhibition, % at 10 µM | hit rate 0.54% among 93,000;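 active = primary inhibition of 50% or more at 10 µM, then 40% or more on retest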; note: some results filed as inactive read as strong as hits
ERa SRC1 inh – ER-alpha (human) coactivator binding inhibition; P03372; inhibition, % at 25.6 µM; hit rate 1.7% among 86,000; TR-FRET ER-alpha LBD / SRC-1 peptide, estradiol-bound; in the data active = inhibition above about 50%;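 note: 0% = receptor plus peptide control and 100% = peptide only without receptor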
PLK1 inh – PLK1 (human) kinase inhibition; P53350; recombinant PLK1 kinase, TR-FRET peptide phosphorylation; inhibition, % at 10 µM; hit rate 0.53% among 97,000;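 active = inhibition of 50% or more in the single-concentration screen; inactive = inhibition below 50%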;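 note: 0% = DMSO max control and 100% = H-89 dihydrochloride min control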
HIV Rev-RRE inh – inhibitors of HIV-1 Rev-RRE RNA interaction; AID 704; hit rate 0.79% among 97,000; P05866; inhibition, % at 8 µM; Rev peptide-RRE RNA binding, FRET;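 active = inhibition above the screen-wide mean plus 3 SD, cut at about 35% in these data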;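 note: 0% = median DMSO wells and 100% = median Neomycin B control wells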
Target sequence (P05866 whole entry, looked up): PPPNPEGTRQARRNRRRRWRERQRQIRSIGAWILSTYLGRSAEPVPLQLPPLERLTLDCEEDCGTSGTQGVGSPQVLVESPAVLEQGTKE
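assay system = Cy5-tagged RRE RNA duplex with fluorescein-tagged Rev peptide | incubation = 5 + 15 min at 25 °C | also added = labelled Rev peptide | measure = % inhibition of FRET ratio versus controls | benchmarks = DMSO wells as 0% and neomycin B wells as 100% inhibition | measured by = FRET fluorescence readout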
ERb coact inh – ER-beta (human) coactivator binding inhibition; AID 633; TR-FRET ER-beta LBD / SRC1-Cy5 peptide binding; receptor agonist-loaded with 1 µM estradiol; inhibition, % at 25.6 µM; hit rate 1.3% among 86,000; Q92731;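 active = compounds whose percent inhibition of the receptor-coactivator binding signal exceeds about 50% in the single-dose screen, limit read from the data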;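 note: 0% = receptor plus peptide wells without compound and 100% = peptide-only wells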
* hit, by the source's call; . = no result given; [ ] = another dose, or the depositor's remark. Compounds were not picked by outcome; any-hit rate near 4.7%.

SMILES	Plk1 PBD FP	CD11b adhes enh	FAK blocker	ERa SRC1 pot	CD11b adhes inh	ERa SRC1 inh	PLK1 inh	HIV Rev-RRE inh	ERb coact inh
COc1ccc(NCc2nnc(SCc3ccccc3)n2-c2ccc(OC)cc2)cc1	-3	.	3	.	.	.	-14	-6	.
CCOC(=O)C1CCCN(C(=O)Nc2cccc(Cl)c2)C1 (stereo not drawn)	7	4	-2	98	2	2	-6	4	0
O=C(NCc1ccco1)c1ccccc1NS(=O)(=O)c1cccs1	3	3	5	147	-12	13	-6	7	21
COc1ccc(NC(=O)/C(C#N)=C\c2cc(C)n(-c3ccc(Oc4ccc([N+](=O)[O-])cn4)cc3)c2C)cc1	31	27	1	103	-34	-2	-5	2	-2
CCCCOCP(=O)(CCCC)COCCCC	-28	8	-1	.	2	.	-5	-3	.
CCN(CC)CCCN1C(=O)c2oc3ccccc3c(=O)c2C1c1cccc(OC)c1OC (stereo not drawn)	-16	-1	-7	133[fluorescence artefact?]	-17	-3	-5	0	-6
COC(=O)c1ccccc1NC(=O)c1ccc(COc2cccc3ccccc23)o1	2	-5	2	159[fluorescence artefact?]	3	2	2	21	6
O=C(C1CC1)N1CCN=C1SCc1cccc(C(F)(F)F)c1	-2	-3	-4	123	1	-2	-10	8	-10
CC(=C1C(=O)c2ccccc2C1=O)N1CCN(C/C=C/c2ccccc2)CC1	-9	2	-2	93	9	4	-6	4	-1
CCOc1ccc2nc(NC(=O)CCn3cccc3)sc2c1	-26	0	-2	.	5	.	-8	6	.
CC(Cc1ccccc1)NC(=O)CSc1nc2nc3c(cc2c(=O)n1-c1ccccc1)COC(C)(C)C3 (stereo not drawn)	-23	.	2	106	.	-1	10	8	-5
N#Cc1c(NC(=O)CSc2ncn(-c3ccccc3)n2)sc2c1CCCC2	0	-6	-1	133[fluorescence artefact?]	8	2	-9	5	-5
CCOC(=O)C1CCN(S(=O)(=O)c2ccc(NC(=O)OC)cc2)CC1	.	-2	.	104	19	1	.	.	-34
O=C(O)CCNS(=O)(=O)c1ccccc1	9	-1	0	101[fluorescence artefact?]	-3	-13	-9	1	-3
O=C(Oc1cccnc1)c1ccco1	19	-5	1	116	-8	-7[fluorescence artefact?]	-9	2	2
Cc1ccc(S(=O)(=O)NNc2ccccc2)cc1	-4	.	-1	.	.	.	-10	12	.
CCn1c(N)c(C(=O)NC)sc1=S	.	-7	.	111[fluorescence artefact?]	67	-2	.	.	3
Cc1onc(C(=O)/C=C/N(C)C)c1C(=O)Nc1nccs1	-21	.	1	.	.	.	-10	-2	.
CCc1nnc2sc(-c3ccc(NC(=O)CSc4ccc(Cl)cc4)cc3)nn12	10	.	1	225*[fluorescence artefact?]	.	31	-8	6	-2
Cc1ccc(NC(=O)CSc2nnc(-c3ccc(S(=O)(=O)N4CCOCC4)cc3)n2C)cc1	-13	6	2	135	-18	0[fluorescence artefact?]	-1	0	-9[fluorescence artefact?]

6 entries from above, reformatted:
SMILES,Plk1 PBD FP,CD11b adhes enh,FAK blocker,ERa SRC1 pot,CD11b adhes inh,ERa SRC1 inh,PLK1 inh,HIV Rev-RRE inh,ERb coact inh
O=C(Oc1cccnc1)c1ccco1,19,-5,1,116,-8,-7[fluorescence artefact?],-9,2,2
CCOc1ccc2nc(NC(=O)CCn3cccc3)sc2c1,-26,0,-2,.,5,.,-8,6,.
O=C(O)CCNS(=O)(=O)c1ccccc1,9,-1,0,101[fluorescence artefact?],-3,-13,-9,1,-3
COc1ccc(NC(=O)/C(C#N)=C\c2cc(C)n(-c3ccc(Oc4ccc([N+](=O)[O-])cn4)cc3)c2C)cc1,31,27,1,103,-34,-2,-5,2,-2
CCCCOCP(=O)(CCCC)COCCCC,-28,8,-1,.,2,.,-5,-3,.
CC(Cc1ccccc1)NC(=O)CSc1nc2nc3c(cc2c(=O)n1-c1ccccc1)COC(C)(C)C3 (stereo not drawn),-23,.,2,106,.,-1,10,8,-5

Next section
SMILES	Plk1 PBD FP	CD11b adhes enh	FAK blocker	ERa SRC1 pot	CD11b adhes inh	ERa SRC1 inh	PLK1 inh	HIV Rev-RRE inh	ERb coact inh
FC(F)(F)c1nnc2c(Sc3ccccn3)nc3ccccc3n12	8	-3	4	.	-1	.	-16	13	.
CCN(CC)CCNc1nc2cc(OC)c(OC)cc2c2nc(-c3ccccc3)nn12	-12	-8	-2	108	21	5	-9	13	-5
Cc1c(C(=O)NCCc2ccccc2)oc2ccc(S(=O)(=O)N3CCC4(CC3)OCCO4)cc12	9	.	11	87	.	4	-8	2	1[fluorescence artefact?]
CCc1nnc(NC(=O)CSc2nnc(-c3ccoc3C)n2-c2ccc(C)cc2)s1	-10	-1	4	91	-7	-27	-5	4	-4
CC(=O)c1cccc(NC(=O)C2CCN(S(=O)(=O)c3ccc(C)cc3)CC2)c1	-7	.	1	115	.	1	4	9	-9
COc1ccc(C2(CNC(=O)Cc3ccccc3)CCCC2)cc1OC	1	.	-2	116	.	-7	-11	4	2
O=C1CC(N2CCC(O)(c3ccc(Cl)cc3)CC2)C(=O)N1Cc1ccc(N2CCCC2=O)cc1 (stereo not drawn)	9	-3	0	111	-8	0	-5	-1	-2
Cc1ccc(-c2csc(N3CCC(NS(=O)(=O)c4ccc5c(c4)OCCO5)CC3)n2)cc1	2	.	2	107	.	1	-3	2	-1[fluorescence artefact?]
CN(C)CCN1C(=O)c2oc3ccccc3c(=O)c2C1c1ccc(F)cc1 (stereo not drawn)	13	-1	0	131	-6	3	-10	0	-4
Cc1nnc(SCC(=O)NCC2CCCCC2)n(N)c1=O	-11	0	0	106	-6	-6	-1	8	2
O=C(O)CNc1nc(-c2ccccc2)nc2ccccc12	-11	7	-1	99[fluorescence artefact?]	2	5	-6	5	-9
CCOC(=O)N1CCN(c2ncnc3c2[nH]c2ccc(F)cc23)CC1	15	-5	-1	.	-1	.	0	5	.
COC(=O)c1cc2occc2n1CC(=O)Nc1ccc(C)cc1C	-8	4	2	121	-2	-4	-1	2	0
Cc1cccc(-n2c(Cc3cc(=O)[nH]c(=O)[nH]3)nnc2SCC(=O)NCc2ccco2)c1	14	.	1	108	.	-10	-11	0	1
CC(=O)N(C)c1ccc(NC(=O)/C=C/c2ccccc2Cl)cc1	-4	0	-1	.	-6	.	2	-1	.
CC(=O)Nc1ccc(S(=O)(=O)c2ccc(N)cc2)cc1	-6	8	1	105	-4	-1	2	9	-9
CCCNS(=O)(=O)c1ccc(OCC(=O)NCc2ccc3c(c2)OCO3)cc1	7	2	3	115	-7	-7	-4	6	-1
CCOC(=O)c1c(C)[nH]c(C(=O)CN2C(=O)NC(C)(c3ccc(C)cc3)C2=O)c1C (stereo not drawn)	.	6	.	110	-10	1	.	.	5
O=C(CSc1nnc(-c2ccccc2)n1-c1ccccc1)c1cccs1	-18	4	-1	.	19	.	-7	4	.
CCCCCCn1c(CN2CCN(Cc3ccccc3)CC2)nc2c1c(=O)n(C)c(=O)n2C	6	-2	0	79[fluorescence artefact?]	-5	3[fluorescence artefact?]	2	-1	-1[fluorescence artefact?]
CCOC(=O)C1CCCN(CCC(=O)Nc2cccc(F)c2)C1 (stereo not drawn)	15	-3	1	95	4	-25	-12	4	-19
Cc1c(Br)c([N+](=O)[O-])nn1C(C)C(=O)Nc1c(C)n(C)n(-c2ccccc2)c1=O (stereo not drawn)	13	-2	1	.	-11	.	-17	1	.
O=C(CCC(=O)NNC(=O)Nc1ccc(Cl)cc1)NCc1ccccc1	-25	0	2	.	6	.	-5	0	.
CCc1nc2n[nH]c(N)c2c2c1CSC(C)(C)C2	16	.	2	.	.	.	77*	5	.
O=C(Nc1ccc(Cl)cn1)C1CCCN1S(=O)(=O)c1ccc(Cl)cc1 (stereo not drawn)	-3	2	0	84	5	1	-2	1	4
CCn1c(SCC(=O)Nc2nc(C)c(C)s2)nc2cccnc21	8	.	0	79[fluorescence artefact?]	.	-17[fluorescence artefact?]	-6	8	0[fluorescence artefact?]
O=C(CCn1nc(-c2ccccc2)ccc1=O)N1CCCC1	-1	0	-2	.	-21	.	-1	7	.
O=C(c1cccn(Cc2cccc(Cl)c2)c1=O)N1CCOCC1	-19	.	-10	.	.	.	-3	1	.
Cc1cc(O)c(C(C)C)cc1NC(=O)Cn1nc(C)c2ccccc2c1=O	.	-6	.	92	1	-3	.	.	-3
CC(=O)Nc1nc(SCc2ccc(Cl)cc2Cl)n[nH]1	13	3	-4	.	-12	.	-14	3	.
CCn1c(=O)cc(OCC(=O)N2CCCCCC2)c2ccccc21	22	-1	0	92	-13	-2	-6	-2	-1
Cc1cc(C)c2c(N)c(C(=O)NCc3ccco3)sc2n1	8	.	10	.	.	.	-8	1	.
COc1ccc(C2CC(c3cccc(C)c3)n3ncnc3N2)cc1 (stereo not drawn)	11	0	-7	91	-14	-2	-13	3	-3
CC(C)c1nc(SCC(=O)Nc2ccc3c(c2)OCCO3)c2c(=O)n(C)c(=O)n(C)c2n1	14	-3	5	109	-2	-1	-30	-1	-3
O=c1c2ccccc2nc2n1CC/C2=C/N1CCN(c2cccc(C(F)(F)F)c2)CC1	7	0	0	59[fluorescence artefact?]	1	70*[fluorescence artefact?]	-14	18	100*[fluorescence artefact?]
CC(C)c1ccccc1-n1c(SCC(=O)N2CCN(c3ccccc3)CC2)nnc1-c1cccnc1	2	.	2	134	.	-4	-6	7	-9
CCC(O)CNc1nc(-n2nc(C)cc2C)nc2sc3c(c12)CC(C)(C)OC3 (stereo not drawn)	10	0	-4	111	-4	-4	-5	7	-17
CC(=O)C1=C(O)C(=O)N(c2cccc(C(=O)O)c2)C1c1ccc(F)cc1 (stereo not drawn)	.	-1	.	121	5	-4	.	.	-5
CCCn1c(C(C)NC(C)=O)nc2ccccc21 (stereo not drawn)	.	1	.	96	-14	4	.	.	7[fluorescence artefact?]
COc1ccc(Br)c(/C=N/NC(=O)COc2ccc(-c3ccccc3)cc2)c1	-9	12	1	.	16	.	-11	10	.
CCOC(=O)CSc1cc(CSc2ccccc2)nc(-c2ccccc2)n1	34	-3	-8	.	7	.	-3	10	.
CC1=C(C(=O)OC2CCCCC2)C(c2ccc(C)o2)C2=C(CC(C)(C)CC2=O)N1 (stereo not drawn)	-13	0	-1	87	-4	3	-8	-1	10[fluorescence artefact?]
Cc1cccc(NC(=O)COC(=O)CNC(=O)C2CCCCC2)c1	-24	-1	-2	101	-21	8	-2	3	-9
Cc1ccc2nsnc2c1S(=O)(=O)N(Cc1ccco1)Cc1cc2ccc(C)c(C)c2[nH]c1=O	2	1	-3	.	2	.	7	5	.
C=CCn1c(CCCNC(=O)CCC)nc2ccccc21	14	.	-2	102	.	-5	-14	4	-2
Cc1occc1C(=O)Nc1nnc(C2CCCCC2)s1	.	-2	.	128	0	-9	.	.	-2
COC(=O)C1=C(C)OC(N)=C(C#N)C1c1c(C)nn(-c2ccccc2)c1Cl (stereo not drawn)	-21	6	0	89	-32	-34	-7	11	-31
O=C(CNCC1CCCO1)Nc1ccc(N2CCCCCC2)cc1 (stereo not drawn)	.	10	.	99[fluorescence artefact?]	6	1[fluorescence artefact?]	.	.	-1
CCOc1cc(C(=O)N2CCN=C2SC)cc(OCC)c1OCC	6	2	-1	106	-23	-10	-10	3	-11
O=C(CN1CCOc2ccccc21)NC1CCN(Cc2ccccc2)CC1	9	-4	-3	123	1	-2	-3	1	5[fluorescence artefact?]
COc1ccc(NC(=O)Nc2ccc(N3CCCC3=O)cc2)cc1OC	.	2	.	73[fluorescence artefact?]	-8	0	.	.	7
Cc1ccc(OC(=O)COc2ccccc2C)c(-n2nc3ccccc3n2)c1	25	.	0	92	.	-15	-16	20	-5
CC1CCN(S(=O)(=O)N2CCC(C(=O)NCc3cccs3)CC2)CC1	-22	-2	-1	110	11	-1	-7	2	-3
